Screening results from PubChem BioAssay.
Anesthetic bind – binds horse apoferritin like a general anesthetic | Potency, µM (top dose mostly 77.5 µM), inactives show at the highest dose activity change, negative = displacement, actives largely listed as inhibitors | AID 485281 | P02791 | apoferritin/1-aminoanthracene competitive binding, fluorescence | 0.074% of 350,000 active; note: potency is the fitted concentration of half-maximal effect; % is set by controls: 0 for no effect and ±100 for the full control effect; nearly all actives have a fitted effect of over 20% in size
Target sequence (P02791 2-175 limits assumed): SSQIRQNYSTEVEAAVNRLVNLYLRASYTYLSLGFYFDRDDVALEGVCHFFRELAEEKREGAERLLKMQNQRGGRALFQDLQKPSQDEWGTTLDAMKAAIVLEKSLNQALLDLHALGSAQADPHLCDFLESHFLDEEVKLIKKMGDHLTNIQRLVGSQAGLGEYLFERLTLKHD
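Concentration-response curves derived by four-parameter Hill fitting of normalized fluorescence, where compounds displaced 1-AMA from 10 uM horse apoferritin following a brief 10 min room-temperature incubation; propofol titration acted as positive control.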
TRHR agonist – activates the human TRH receptor | activation, % at 2 µM | TRHR cells, calcium flux fluo-8, FDSS agonist mode | 0.18% of 360,000 active; in the data active = activation above about 30%; note: 0% is about no effect
Target sequence (P34981 whole entry, looked up): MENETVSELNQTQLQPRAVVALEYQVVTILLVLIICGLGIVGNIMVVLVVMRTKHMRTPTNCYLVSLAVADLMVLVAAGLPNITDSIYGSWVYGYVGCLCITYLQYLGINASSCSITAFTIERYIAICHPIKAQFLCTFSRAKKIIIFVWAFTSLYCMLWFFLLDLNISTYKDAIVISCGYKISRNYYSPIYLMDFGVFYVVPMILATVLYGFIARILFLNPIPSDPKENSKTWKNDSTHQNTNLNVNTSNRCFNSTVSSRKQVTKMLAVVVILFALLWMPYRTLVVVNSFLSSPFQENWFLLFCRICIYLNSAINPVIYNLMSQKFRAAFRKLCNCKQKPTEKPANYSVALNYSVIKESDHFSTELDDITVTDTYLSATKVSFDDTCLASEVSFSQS
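Read-out: compound-evoked intracellular calcium rise in TRHR cells, fluo-8 dye, kinetic FDSS fluorescence at 1 s/cycle following a 10-cycle baseline. Cells cultured overnight before dye loading (30 min–1.5 h, RT).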
D1 agonist – agonists of human D1 dopamine receptor | activation, % at 2 µM | 1% of 360,000 active | HEK293 T-REx D1 cells, calcium flux, agonist mode | P21728; in the data active = activation above about 30%; note: 0% is about no effect
Target sequence (P21728 whole entry, looked up): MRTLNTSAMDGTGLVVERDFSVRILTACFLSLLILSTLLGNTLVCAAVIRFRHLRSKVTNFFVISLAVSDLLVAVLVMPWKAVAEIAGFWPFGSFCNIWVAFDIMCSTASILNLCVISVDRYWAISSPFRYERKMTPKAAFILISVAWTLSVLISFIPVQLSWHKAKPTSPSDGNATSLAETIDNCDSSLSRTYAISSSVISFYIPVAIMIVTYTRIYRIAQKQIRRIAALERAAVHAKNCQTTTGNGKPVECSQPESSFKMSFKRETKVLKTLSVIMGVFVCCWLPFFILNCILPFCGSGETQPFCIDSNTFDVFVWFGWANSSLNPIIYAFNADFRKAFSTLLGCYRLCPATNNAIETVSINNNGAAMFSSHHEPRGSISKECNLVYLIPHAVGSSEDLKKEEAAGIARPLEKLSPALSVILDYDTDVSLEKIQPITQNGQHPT
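Inducible HEK293 T-REx D1 cells, force-coupled to calcium signalling, were plated at 4000 cells/well with tetracycline and held overnight at 30 C. After no-wash calcium dye loading, compound-evoked calcium rise over 180 s flagged agonists.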
RXFP1 antag – blocks the human relaxin receptor RXFP1; HEK293-RXFP1, relaxin-stimulated cAMP HTRF, 30 min; stronger effect = lower value; activity change, negative = inhibition, % at 57.5 µM; 0.59% of 350,000 active;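 active = activity change of -60% or lower, but not beyond a set lower limit; inconclusive = change between -60% and -40%, or beyond the set limit; inactive = change above -40%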; note: % is set by controls: 0 for no effect and ±100 for the full control effect
TRHR PAM – TRH receptor (human) allosteric enhancement | enhancement, % at 2 µM | P34981 | 0.66% of 360,000 active | AID 493056 | TRHR cells, fluo-8 calcium fluorescence, EC20 TRH enhancement; in the data active = enhancement above about 30%; note: 0% is about no effect
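TRHR-expressing cells loaded with fluo-8 calcium dye were read kinetically (ex 480/em 530) during compound addition, then stimulated with an EC20 of TRH (10 nM final). Enhancement of the Gq-mediated intracellular calcium response was scored.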
D1 PAM – human D1 dopamine receptor positive modulation. P21728. HEK293 TREx D1 cells, calcium flux, dopamine EC20 potentiation. potentiation, % at 10 µM. 0.036% of 360,000 active. AID 504651; in the data active = potentiation above about 30%; note: 0% is about no effect
D2 potentiator – positive allosteric modulators of human D2 dopamine receptor | AID 485347 | potentiation, % at 10 µM | 0.34% of 340,000 active | HEK293 T-REx D2, calcium flux, EC20 dopamine potentiation | P14416;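 active = potentiation over 3 SD above the plate norm, cut at about 30% in these data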; note: 0% is about no effect
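Calcium flux readout, no-wash dye, 1 read/s. Inducible HEK293 Trex D2 line, overnight 30 C. Compound alone 180 s (agonist flags), then EC20 dopamine, another 180 s to score potentiation.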
RXFP1 ag – agonists of human relaxin receptor RXFP1; HEK293T-RXFP1 cAMP TR-FRET, 30 min; response scale: percent of porcine relaxin response, buffer zero; 0.3% of 370,000 active; Q9HBX9; AID 2676; Potency, µM (series often up to 57.5 µM), without a hit: at the highest dose activation, hits mostly activators; note: potency is the fitted concentration of half-maximal effect; % is set by controls: 0 for no effect and ±100 for the full control effect; nearly all actives have a fitted effect of over 60% in size; many of its hits are not listed in these tables
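HEK293T cells stably expressing RXFP1 were pretreated with the PDE4 inhibitor Ro 20174, exposed to compounds for 30 min at 37C, lysed, and cAMP was read by TR-FRET. Data normalized to buffer (basal) and 29 nM porcine relaxin (100%).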
D1 antag – antagonists of human D1 dopamine receptor; P21728; HEK293 TREx D1 cells, calcium flux, dopamine EC80; stronger effect = lower value; activity change, negative = inhibition, % at 10 µM; 3.2% of 360,000 active; AID 504652; in the data active = activity change below about -30%; note: % is set by controls: 0 for no effect and ±100 for the full control effect
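Cells carrying a force-coupled, tetracycline-inducible human D1 receptor report calcium flux. Each well gets a 10 s baseline, compound with 180 s monitoring, then an EC80 dopamine stimulus with a second 180 s kinetic read.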
Active calls of the source: *; ? = inconclusive; nt = no result given; [ ] = dose if it differs, or a comment. Unless noted, calls come from the whole dose curve; as a rule, active = well fitted curve in the direction sought with a large enough effect; inconclusive = small, poorly fitted or top-dose-only effect, or another doubt; inactive = no such curve, though single readings can be large; an effect the other way counts as inactive or inconclusive. Some of the compounds tested; rates above refer to the full screens.

Assay codes – A = Anesthetic bind; B = TRHR agonist; C = D1 agonist; D = RXFP1 antag; E = TRHR PAM; F = D1 PAM; G = D2 potentiator; H = RXFP1 ag; I = D1 antag
Molecule: O=C(Nc1ccc(N2CCCCC2)cc1)c1ccc(F)cc1
  A = -8%	B = -0.5	C = -2	D = -1	E = -4	F = -5	G = nt	H = -0.5%	I = -15

Molecule: CN(C)CCNC(=O)C(=O)NCC1OCCCN1S(=O)(=O)c1cccs1 (stereo not drawn)
  A = 1%	B = 0.1	C = 1	D = 16	E = -5	F = -5	G = -7	H = 4.0%	I = -6

Molecule: CSc1nc(-c2ccc(Cl)cc2)c(C#N)c(=O)n1C
  A = -8%	B = -0.6	C = 1	D = 5	E = -1	F = -12	G = -2	H = 15%	I = -24

Molecule: CCC(=O)N1c2ccccc2CC1C(=O)NCCN1CCN(c2cccc(Cl)c2)CC1 (stereo not drawn)
  A = -9%	B = -0.7	C = -2	D = 6	E = 6	F = 1	G = -16	H = 0.3%	I = -8

Molecule: O=S1(=O)CC=C(CSC(=S)NC2CCS(=O)(=O)C2)C1 (stereo not drawn)
  A = -5%	B = 0.2	C = 0	D = 4	E = 22	F = 6	G = -5	H = 0.1%	I = 3

Molecule: CCOC(=O)C(=N/O)/C(C)=N/NC(C)=O
  A = 0%	B = 0.5	C = 1	D = -31	E = 4	F = -3	G = -9	H = -0.6%	I = -8

Molecule: O=C(Cc1ccc(NC(=O)N2CCCCc3ccccc32)cc1)NCc1ccccc1Br
  A = 1%	B = 0.2	C = 4	D = nt	E = 8	F = 4	G = -4	H = -0.8%	I = 24

Molecule: COC(=O)c1cc(Br)c(=O)n(CCc2ccc(F)cc2)c1
  A = -17%	B = 0.3	C = 2	D = 1	E = 5	F = -3	G = 5	H = 3.4%	I = 7

Molecule: Cc1ccc(S(=O)(=O)Nc2ccccc2C(O)c2ccccc2)cc1 (stereo not drawn)
  A = -10%	B = 0.1	C = 9	D = -22	E = 6	F = -10	G = -3	H = -0.2%	I = -10

Molecule: CCN(CC)CCN(C(=O)c1ccc2c(c1)OCCO2)c1nc2cc(C)cc(C)c2s1
  A = -12%	B = 0.2	C = 6	D = ?	E = 3	F = 2	G = -22	H = -2.3%	I = 28

Molecule: O=S(=O)(c1ccccc1)c1nc(-c2ccccc2)oc1N1CCCC1
  A = 1%	B = 0.0	C = 2	D = 6	E = -4	F = -4	G = -8	H = 3.4%	I = nt

Molecule: Cc1nc(SCC(=O)NCc2ccco2)c2oc3ccccc3c2n1
  A = ?	B = -1.1	C = 0	D = -13	E = 9	F = -2	G = 2	H = 2.9%	I = 2

Molecule: O=C(NCc1ccccc1)C(c1ccco1)N(C(=O)c1csnn1)c1ccccc1 (stereo not drawn)
  A = 2%	B = -0.8	C = 7	D = ?	E = 4	F = nt	G = 1	H = 0.0%	I = 1

Molecule: CC(=O)c1cn(-c2ccc(Cl)cc2)c(=O)n(Cc2ccc(F)cc2)c1=O
  A = -3%	B = 0.9	C = -2	D = -7	E = 3	F = -3	G = -4	H = 0.1%	I = -15

Molecule: CCOC(=O)c1c(NC(=O)CSc2cccc[n+]2[O-])sc(C(=O)Nc2ccccc2)c1C
  A = -20%	B = -0.5	C = 2	D = -12	E = 2	F = 3	G = 0	H = 2.6%	I = 3

Molecule: CCOc1cc(C(=S)N2CCOCC2)ccc1OC(=O)c1ccccc1
  A = ?	B = -0.4	C = 5	D = -5	E = -4	F = 1	G = 9	H = -0.9%	I = -17

Molecule: O=C(NCCCN1CCOCC1)c1cc(-c2ccccc2)on1
  A = 3%	B = 0.2	C = 3	D = 7	E = -3	F = 3	G = 16	H = 0.3%	I = 21

Molecule: Cc1cccc(Nc2ccc(C(=O)O)cc2[N+](=O)[O-])c1C
  A = -3%	B = -1.0	C = 2	D = -18	E = 2	F = 2	G = -6	H = 0.6%	I = 1

Molecule: COc1cc(/C=N/NC(=O)C(=O)NCc2ccco2)cc(Br)c1O
  A = 5%	B = 0.1	C = 1	D = -10	E = 0	F = 0	G = -2	H = -0.7%	I = 0

Molecule: Cc1ccn2c(=O)c(NC(=O)c3cccc4ccccc34)c(C)nc2c1
  A = nt	B = 0.2	C = -1	D = -11	E = -1	F = 0	G = 7	H = 3.0%	I = -4

Molecule: CCOC(=O)c1cc2c(=O)n3ccccc3nc2n(CC(C)C)c1=NC(=O)C(C)Oc1ccccc1 (stereo not drawn)
  A = -11%	B = 0.2	C = 1	D = nt	E = -6	F = 0	G = 12	H = 5.7%	I = 21

Molecule: CN(C)CCNc1c2c(c(C#N)c3nc4ccccc4n13)CCCC2
  A = 52%[activator]	B = 0.0	C = 0	D = -14	E = -1	F = -4	G = 4	H = 0.9%	I = 5

Molecule: Cc1cc(C(=O)COC(=O)c2cccs2)c(C)n1-c1c(C)n(C)n(-c2ccccc2)c1=O
  A = -6%	B = -0.3	C = 2	D = -12	E = 3	F = -10	G = 7	H = -0.7%	I = -5

Molecule: Cc1ccc(NC(=O)COC(=O)Cn2cnc3ccccc32)cc1S(=O)(=O)N(C)C
  A = 2%	B = 0.1	C = -1	D = -1	E = 17	F = -3	G = -8	H = -0.2%	I = -85*

Molecule: CN1CCN(S(=O)(=O)c2ccc(NC(=O)COc3ccccc3Cl)cc2)CC1
  A = -9%	B = -2.0	C = 8	D = -12	E = 5	F = -9	G = nt	H = 2.8%	I = -53*

Molecule: COc1ccc(OC)c(-c2csc(N(C)C(=O)Cc3ccccc3)n2)c1
  A = 62%[activator]	B = 0.2	C = 6	D = -7	E = 1	F = -3	G = nt	H = 1.4%	I = 12

Molecule: CN1CCN(C(=O)/C(=C/c2ccc([N+](=O)[O-])cc2)NC(=O)c2ccccc2)CC1
  A = -4%	B = 0.2	C = 3	D = 2	E = 6	F = -2	G = 4	H = 2.0%	I = 2

Molecule: O=C(Cn1cnc2scc(-c3ccc(Br)cc3)c2c1=O)N1CCOCC1
  A = -7%	B = -0.5	C = 1	D = 0	E = -6	F = -4	G = -1	H = 0.6%	I = 6

Molecule: COC(=O)N/N=C(\C)c1ccccc1OC(F)F
  A = -6%	B = -0.3	C = 0	D = -8	E = 2	F = 0	G = 11	H = 0.6%	I = 3

Molecule: CCC(=O)Nc1cc(C(=O)O)ccc1S(=O)(=O)c1ccc(C)cc1
  A = -4%	B = 1.5	C = 0	D = 12	E = -1	F = -1	G = 20	H = 0.1%	I = -10

Random excerpt: 3 records from the list
Assay codes – A = Anesthetic bind; B = TRHR agonist; C = D1 agonist; D = RXFP1 antag; E = TRHR PAM; F = D1 PAM; G = D2 potentiator; H = RXFP1 ag; I = D1 antag
Molecule: CN1CCN(C(=O)/C(=C/c2ccc([N+](=O)[O-])cc2)NC(=O)c2ccccc2)CC1
  A = -4%	B = 0.2	C = 3	D = 2	E = 6	F = -2	G = 4	H = 2.0%	I = 2

Molecule: O=C(Cn1cnc2scc(-c3ccc(Br)cc3)c2c1=O)N1CCOCC1
  A = -7%	B = -0.5	C = 1	D = 0	E = -6	F = -4	G = -1	H = 0.6%	I = 6

Molecule: Cc1ccn2c(=O)c(NC(=O)c3cccc4ccccc34)c(C)nc2c1
  A = nt	B = 0.2	C = -1	D = -11	E = -1	F = 0	G = 7	H = 3.0%	I = -4

(further entries)
Assay codes – A = Anesthetic bind; B = TRHR agonist; C = D1 agonist; D = RXFP1 antag; E = TRHR PAM; F = D1 PAM; G = D2 potentiator; H = RXFP1 ag; I = D1 antag
Molecule: O=C(CCC1CCCC1)N1CCN(S(=O)(=O)Cc2ccccc2)CC1
  A = -8%	B = -0.3	C = 11	D = 1	E = -4	F = -7	G = 5	H = 23%	I = -16

Molecule: CCN(C(=O)COC(=O)CCOc1cccc(C)c1)c1c(N)n(Cc2ccccc2)c(=O)[nH]c1=O
  A = nt	B = 0.1	C = 0	D = -18	E = 0	F = -2	G = nt	H = 2.6%	I = -4

Molecule: O=C(COC(=O)c1cccc([N+](=O)[O-])c1)NCC1CCCO1 (stereo not drawn)
  A = -5%	B = -1.0	C = 9	D = -2	E = -2	F = 0	G = 6	H = 25%	I = 17

Molecule: CCC(C(=O)OCC(=O)N1C(C)CCCC1C)c1ccccc1 (stereo not drawn)
  A = ?	B = 0.2	C = 0	D = -4	E = -1	F = 4	G = 14	H = 3.9%	I = -10

Molecule: COc1ccc(/C=N/NS(=O)(=O)c2ccc(C)cc2)cc1OC(=O)c1ccc(C)cc1
  A = -8%	B = -0.6	C = 0	D = -7	E = 5	F = -2	G = nt	H = 0.4%	I = nt

Molecule: CCCc1nn2c(=O)cc(COC(=O)c3cccc(NC(=O)COc4ccc(F)cc4)c3)nc2s1
  A = 6%	B = -0.2	C = -2	D = 1	E = -4	F = 0	G = 3	H = 4.1%	I = 7

Molecule: CC(O)CNc1nc2c(c(=O)n(C)c(=O)n2C)n1Cc1cccc(Br)c1 (stereo not drawn)
  A = -10%	B = -0.9	C = 1	D = -1	E = 17	F = 3	G = -8	H = 2.0%	I = 8

Molecule: CCN(CC(=O)Nc1c(F)cccc1F)C(=O)C1CCN(C(=O)Nc2ccccc2)CC1
  A = nt	B = -0.2	C = 3	D = -9	E = 9	F = 2	G = 14	H = -2.4%	I = 6

Molecule: CSCCC(NS(=O)(=O)c1ccc(Cl)cc1)C(=O)OCc1c(Cl)cccc1Cl (stereo not drawn)
  A = 7%	B = 0.3	C = 6	D = -3	E = 0	F = -2	G = 14	H = 0.3%	I = -16

Molecule: SC(COCc1ccccc1)CN1CCN(Cc2ccc3c(c2)OCO3)CC1 (stereo not drawn)
  A = 6%	B = 1.0	C = 4	D = 2	E = 6	F = 3	G = nt	H = 0.2%	I = 2

Molecule: CCN(CC)C(=O)CN1CCN(c2ccccc2F)CC1
  A = -6%	B = -0.7	C = 2	D = -1	E = -6	F = 6	G = -7	H = 1.4%	I = -3

Molecule: COc1ccccc1CNC(=O)Cn1nnnc1CN(C)C(C)C
  A = -4%	B = 0.5	C = -4	D = 2	E = 0	F = -6	G = 0	H = -0.6%	I = 4

Molecule: Cc1ccc2[nH]cc(C(c3ccccc3)c3ccc(Cl)s3)c2c1 (stereo not drawn)
  A = -7%	B = 0.4	C = 5	D = ?	E = 4	F = -1	G = -1	H = 2.5%	I = 3

Molecule: CCOP(=O)(OCC)C(Nc1ccccc1)c1cc(OC)ccc1OC (stereo not drawn)
  A = 2%	B = 0.0	C = 1	D = 1	E = -4	F = -3	G = 4	H = 1.6%	I = -4
